Screens: PubChem, several laboratories
RAM inhibit: inhibitors of the yeast RAM network, primary screen, dse1pr::URA3 reporter, 5-FOA selection | S. cerevisiae dse1pr::URA3 reporter, 5-FOA growth OD615, 2 d; analog-sensitive cbk1-as2 kinase mutant strain | inhibition, % at 50 µM | 190,000 tested, 1.8% active | AID 868, 2007;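 active = inhibition above a set limit, 3 SD over mean compound inhibition, cut at about 8.4% in these data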;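 also: 0% = DMSO-only wells with no growth and 100% = 10 µM 1-NA-PP1 full growth; inhibition rescues growth on 5-FOA so higher OD means more RAM inhibition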
FLuc inhib CS: firefly luciferase enzyme inhibitors, primary screen, artefact control for luciferase-based inhibitor screens, biochemical, luminescence, ATPLite; Luciferin 4-monooxygenase (Photinus pyralis), P08659; 10 min; inhibition, % at 10 µM; 200,000 tested, 1.5% active;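 active = inhibition above about 50% when tested at 10 µM, limit read from the data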
Target sequence (P08659 whole entry, looked up): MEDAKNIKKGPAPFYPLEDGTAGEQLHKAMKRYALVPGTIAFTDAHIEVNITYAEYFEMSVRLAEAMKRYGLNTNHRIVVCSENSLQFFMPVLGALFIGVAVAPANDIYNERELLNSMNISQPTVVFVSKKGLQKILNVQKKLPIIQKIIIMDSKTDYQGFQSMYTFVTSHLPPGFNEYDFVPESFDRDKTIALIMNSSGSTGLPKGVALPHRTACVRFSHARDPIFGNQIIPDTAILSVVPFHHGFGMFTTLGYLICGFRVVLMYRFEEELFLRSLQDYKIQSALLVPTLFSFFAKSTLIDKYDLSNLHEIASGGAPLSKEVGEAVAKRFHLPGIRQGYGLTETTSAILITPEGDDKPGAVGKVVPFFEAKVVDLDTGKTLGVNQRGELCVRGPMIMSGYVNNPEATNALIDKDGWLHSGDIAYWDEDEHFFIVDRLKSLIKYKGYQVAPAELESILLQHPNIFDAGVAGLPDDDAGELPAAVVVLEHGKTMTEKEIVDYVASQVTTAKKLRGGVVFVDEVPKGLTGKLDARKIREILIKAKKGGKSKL
APP 5UTR inh: inhibitors of APP translation via 5'UTR reporter, primary screen, APP 5'UTR luciferase, SH-SY5Y cells; inhibition, % at 2 µM; SH-SY5Y APP 5'UTR-luciferase reporter, luminescence; 190,000 tested, 0.82% active;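 active = inhibition above a set limit, derived from the sample mean plus 3 SD, cut at about 45% in these data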; also: values of inactives mirror those of a sister screen read the other way
TNAP inh hi DEA: human TNAP enzyme inhibitors, primary screen, biochemical, luminescent, high phosphate acceptor level, uHTS | purified TNAP, CDP-star luminescence, 1 M DEA | 200,000 tested, 0.03% active | Alkaline phosphatase, tissue-nonspecific isozyme (Homo sapiens), P05186 | AID 1135, 2008 | inhibition, % at 20 µM;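 active = over 50% inhibition of tissue-nonspecific alkaline phosphatase at 20 µM in the single-dose screen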;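 also: plate controls were DMSO wells for no effect and EDTA-quenched wells as full inhibition for full effect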
Target sequence (P05186 whole entry, looked up): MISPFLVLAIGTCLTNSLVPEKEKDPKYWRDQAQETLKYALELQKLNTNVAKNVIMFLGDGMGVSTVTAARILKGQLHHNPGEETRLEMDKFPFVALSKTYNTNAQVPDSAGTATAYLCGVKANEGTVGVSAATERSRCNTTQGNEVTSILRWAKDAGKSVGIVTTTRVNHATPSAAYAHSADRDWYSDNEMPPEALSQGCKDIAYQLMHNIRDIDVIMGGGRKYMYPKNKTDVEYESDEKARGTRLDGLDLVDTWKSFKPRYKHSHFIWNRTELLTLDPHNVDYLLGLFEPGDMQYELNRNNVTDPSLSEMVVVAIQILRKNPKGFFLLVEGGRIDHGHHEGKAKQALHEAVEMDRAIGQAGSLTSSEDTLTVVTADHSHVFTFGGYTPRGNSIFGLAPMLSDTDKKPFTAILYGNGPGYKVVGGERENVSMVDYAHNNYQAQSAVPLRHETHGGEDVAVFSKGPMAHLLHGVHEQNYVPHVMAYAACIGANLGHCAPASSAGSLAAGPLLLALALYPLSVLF
Lmaj promast: Leishmania major promastigote growth inhibition, primary screen | 200,000 tested, 9% active | Leishmania major promastigotes, resazurin fluorescence viability | AID 1063, 2008 | inhibition, % at 10 µM; in the data active = inhibition above about 50%;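 also: promastigotes grown with compound for 44 hours at 28 °C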
bIAP act: bovine intestinal alkaline phosphatase activators, primary screen, biochemical, bovine IAP, CDP-star luminescence; AID 1016, 2008; 200,000 tested, 0.17% active; activation factor at 20 µM; alkaline phosphatase, intestinal [Bos taurus]; purified bovine IAP, 30 min; hits give high values; fold of DMSO-control signal, blank-subtracted;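 active = activation factor of 2 or more at 20 µM, a signal rise over negative controls twice the positive control's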
FLuc act counter: FLuc activators, initial screening, artefact control for FLuc-dependent activation tests, biochemical, ATPlite luminescence; AID 1027, 2008; ATPlite luciferase biochemical, 10 min; 0 = ATP-free wells, 1 = DMSO control; activation factor at 10 µM; 200,000 tested, under 10 active;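 active = luciferase activation factor, scaled between plate controls, of at least 2 with compound at 10 µM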
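Material: Luciferase/luciferin reagent mix | Doses: Test compounds dosed from 2 mM stocks in 100% DMSO | Timing: 10 min incubation after luciferase reagent addition, room temperature | Measured by: Luminescence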
bIAP inhibitor: bovine intestinal alkaline phosphatase inhibitors, primary screen, selectivity assay for TNAP inhibitor project, biochemical, bovine IAP, CDP-star luminescence | alkaline phosphatase, intestinal [Bos taurus] | purified bovine IAP, 30 min | inhibition, % at 20 µM | 190,000 tested, under 10 active | AID 1019, 2008;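 active = over 50% inhibition of intestinal alkaline phosphatase at 20 µM in the single-dose screen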
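Assay system: bovine IAP enzyme; medium: DEA buffer 100 mM, pH 9.8, with MgCl2 1.0 mM, ZnCl2 0.02 mM; doses: 20 µM single dose; incubation: enzyme reaction for 30 min at room temperature; detection: CDP-star luminescence signal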
TNAP act hiacc: TNAP activators at high phosphate acceptor level, primary screen, biochemical, luminescence, uHTS | purified TNAP, CDP-star luminescence, 1 M DEA, 30 min; hits give high values; 0 = EDTA background, 1 = DMSO-only activity | activation factor at 20 µM | 200,000 tested, under 10 active | AID 1136, 2008;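 active = activation factor at least 2 at 20 µM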
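system = human TNAP | amount = enzyme diluted 1/800 final | reagent = 100 µM CDP-star substrate | signal = luminescent substrate turnover signal | dosing = one dose, 20 µM | benchmarks = EDTA negative control, DMSO positive control | measure = activation factor | timing = 30 min reaction, room temperature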
TNAP inh noacc: human TNAP enzyme inhibitors, primary screen, biochemical, luminescent, no phosphate acceptor, uHTS. Alkaline phosphatase, tissue-nonspecific isozyme (Homo sapiens), P05186. purified TNAP, CDP-star luminescence, 30 min. inhibition, % at 20 µM. 200,000 tested, 0.26% active. AID 1012, 2008;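 active = tissue-nonspecific alkaline phosphatase inhibition above about 50% at 20 µM in the single-dose screen, limit read from the data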;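 also: 0% = DMSO negative control and 100% = EDTA positive control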
Active calls of the source: *.

SMILES	RAM inhibit	FLuc inhib CS	APP 5UTR inh	TNAP inh hi DEA	Lmaj promast	bIAP act	FLuc act counter	bIAP inhibitor	TNAP act hiacc	TNAP inh noacc
CC(=O)Nc1cc(C(=O)N(C)Cc2ccco2)ccc1Sc1ccc(Cl)cc1	0.5	0	9	-3	0	0.9	1	10	1	-33
Cc1nc(-c2ccccc2)cn(O)c1=O	-0.6	14	-1	1	-7	1.1	0.9	-6	1	-15
COc1ccc(C2CC(=O)c3ccccc3O2)cc1 (stereo not given)	0.4	-1	-58	-2	2	0.9	1	12	1	-10
CCn1c(O)c(C=Nc2ccccc2)sc1=S	7.0	1	-191	14	-2	1	1	-4	0.9	4
COc1ccccc1Oc1nnnn1-c1ccc(C(N)=O)cc1	1.7	-2	0	-7	0	1	1	2	1.1	-5
C=CCn1c(SCC(=O)Nc2c(C)n(C)n(-c3ccccc3)c2=O)nc2scc(-c3ccccc3)c2c1=O	1.1	-11	9	-10	-6	1	1.1	2	1.1	-6
Nc1ncnc(Nc2cccc(C(F)(F)F)c2)n1	-0.5	-2	11	0	0	1	1	3	1	-1
CC(C)(C)c1n[nH]c(=S)n(N)c1=O	0.7	-7	-3	-9	-6	1	1.1	-4	1.1	-12
NC(=O)COC(=O)c1cccnc1Nc1ccccc1F	1.3	-6	-2	-5	-1	1	1.1	-4	1	-10
CCN(C(=O)CCC(=O)N(CC)c1ccccc1)c1ccccc1	-0.7	-5	-16	2	-1	0.9	1.1	8	1	8
CC1CCN(C(C(=O)Nc2ccc3c(c2)OCO3)c2ccccc2)CC1 (stereo not given)	1.1	-7	-5	-7	14	2.7*	1.1	-167	1.1	8
Cc1sc2nc3n(c(=O)c2c1C)NC(=O)CC3	1.1	-8	0	-4	-8	1	1.1	4	1	-5
CCCCOc1ccc(-c2cc(C(=O)NNC(=S)NCC)c3ccccc3n2)cc1	1.9	94*	-154	-4	9	1	0.1	2	1	-6
Cc1cccc(C)c1OCc1nnc(SCC(=O)Nc2nccs2)o1	5.2	-5	2	0	21	1.1	1	-6	1	21
CCOc1ccccc1NC(=O)COC(=O)C(CC)c1ccccc1 (stereo not given)	2.2	-4	7	-2	0	1	1	-1	1	-17
CC1CC2=C(C(=O)O1)C(c1ccc(Cl)cc1)Nc1ccccc1N2 (stereo not given)	1.2	-7	5	-2	13	1	1.1	-3	1	-5
CN(CCO)c1ccc([N+](=O)[O-])cc1C(=O)O	0.9	-3	16	10	0	0.8	1	18	0.9	9
CC(=O)Nc1cc(OC(=O)c2ccco2)cc(OC(=O)c2ccco2)c1	0.7	-6	-4	-4	-1	0.9	1.1	8	1	-8
CCCCN(C(=O)c1ccc(NC(=O)C(C)C)cc1)c1ccccc1	1.6	-4	3	-3	17	1.3	1	-25	1	-7
Cc1[nH]nc(N)c1N=Nc1ccc(Br)cc1	-0.6	-6	-21	2	8	1	1.1	3	1	-62
CN(C)CC(C)(C)CNC(=S)Nc1cc(S(=O)(=O)N2CCOCC2)ccc1Cl	1.4	-10	-18	-6	13	0.8	1.1	18	1.1	-7
CC(C)(C)N1CC(c2nc3ccccc3n2Cc2ccc(Cl)cc2)CC1=O (stereo not given)	0.1	-9	-10	-6	1	1.1	1.1	-10	1.1	-4
CCn1c(=O)cc(OCC(=O)NCC2CCCO2)c2ccccc21 (stereo not given)	2.7	-7	-11	-5	1	0.9	1.1	8	1.1	-14
O=C1CCC/C(=N/NC(=O)c2ccc(CN3c4cccc5cccc(c45)S3(=O)=O)cc2)C1	2.3	-6	0	4	1	0.7	1.1	28	1	-18
Brc1ccc(N/N=C(/N=Nc2nn[nH]n2)c2ccccc2)cc1	1.3	17	58*	36	-1	1	0.8	2	0.6	28
SMILES	RAM inhibit	FLuc inhib CS	APP 5UTR inh	TNAP inh hi DEA	Lmaj promast	bIAP act	FLuc act counter	bIAP inhibitor	TNAP act hiacc	TNAP inh noacc
O=C(CSc1nnc(C2COc3ccccc3O2)o1)NC1CCCCC1 (stereo not given)	-0.6	-4	-17	-1	-3	1	1	4	1	-5
O=C(O)C1CC1c1ccc(Br)cc1 (stereo not given)	-0.8	1	1	-2	-5	0.9	1	6	1	-14
OCCCNc1nc(-c2ccc(Cl)cc2)nnc1-c1ccccc1	6.5	-3	-10	-2	45	1	1	4	1	-4
CN(C)CCOCCOc1ccccc1-c1ccccc1	1.2	4	5	-5	81*	1	1	4	1.1	-9
C/C(=N\Nc1ccc(Cl)c(Cl)c1)c1ccc(-n2ccnc2)cc1	-1.1	-3	-14	-3	58*	1.1	1	-10	1	2
CCOC(=O)N1CCN(C(=O)CSc2nnc(-c3cccc(OC)c3)o2)CC1	-0.2	-2	-5	-11	-4	1	1	-4	1.1	-19
COc1ccc(Nc2ncnc3c2cnn3-c2ccccc2)cc1OC	2.1	2	-10	4	2	0.9	1	6	1	-5
CC1CCCCC1NC(=O)CSc1nnc(CNC(=O)c2ccccc2)n1C (stereo not given)	-0.3	-8	-4	-4	-3	1.2	1.1	-21	1	-16
O=C(COC(=O)c1cc[n+]([O-])cc1)NCc1ccccc1Cl	0.5	-3	1	-4	-6	1.1	1	-5	1	-12
CCOC(=O)C1C(=O)NC(N2CCN(c3ccccc3)CC2)=NC1c1ccccc1 (stereo not given)	0.8	-5	18	-6	-1	1	1.1	-2	1.1	-12
CC(=O)C1C(c2ccccc2OC(F)F)NC(=O)NC1(O)C(F)(F)F (stereo not given)	-0.5	-5	16	1	-3	1	1.1	3	1	-6
Cc1ccc(S(=O)(=O)N(CC(=O)Nc2ccccc2C(=O)O)c2ccccc2C)cc1	8.7*	-11	-6	-8	-2	0.9	1.1	6	1.1	-7
COCCN(C(=S)Nc1cc(C)cc(C)c1)C(C)c1cccnc1 (stereo not given)	0.0	4	4	-3	95*	1.2	1	-24	1	-8
COc1ccc(/C(N)=N/OC(=O)Cc2cccs2)cc1OC	-0.1	8	-20	2	1	1	0.9	1	1	-4
O=C(NC1CCN(Cc2ccccc2)CC1)C(NS(=O)(=O)c1cccc2nsnc12)c1ccccc1 (stereo not given)	0.1	-2	2	-4	51*	1	1	-2	1	-5
CCc1nnc(NC(=O)C2CCN(c3cnccn3)CC2)s1	0.0	-5	4	-4	-2	0.9	1.1	7	1	-5
Cc1cc(NC(=S)N(CCCN2CCOCC2)Cc2ccco2)ccc1Cl	0.3	-7	6	-5	13	0.9	1.1	6	1	-16
N#C/C(=C1/CCCCCN1)c1nc2ccccc2s1	3.6	-7	10	-7	47	0.9	1.1	6	1.1	-3
C=CCOc1ccc(Cl)cc1CNC1CCCC1	3.5	-5	3	-8	22	0.9	1	11	1.1	-14
CC(C)Cc1nc(Nc2ccc(S(=O)(=O)N3CCCC3)cc2)c2nnn(Cc3ccccc3)c2n1	4.8	0	-11	-4	49	0.8	1	15	1	-17
Cc1ccc2c(c1)c1ncnc(N3CCc4ccccc4C3)c1n2C	-0.4	3	-30	-6	39	1	1	-3	1.1	-15
COc1ccccc1N1CCN(S(=O)(=O)c2ccc3c(c2)n(C)c(=O)n3C)CC1	-0.5	-6	3	-3	-9	0.9	1.1	8	1	-7
Cc1ccc(CN2C(=O)C(C)(C)Oc3ccc(C(=O)N4CCCCC4)cc32)cc1	2.9	-12	-12	-8	1	1	1.1	-1	1.1	-1
O=C1CC(C2CCCO2)C(=O)N1c1ccc(Cl)c(Cl)c1 (stereo not given)	0.1	-7	-8	-3	-6	0.9	1.1	6	1	-7
CCOC(=O)CSC1=NC(=O)/C(=C\c2ccc(Cl)cc2)S1	-0.3	25	-3	-5	-8	1	0.8	4	1	-19

4 compounds drawn at random from those above:
SMILES	RAM inhibit	FLuc inhib CS	APP 5UTR inh	TNAP inh hi DEA	Lmaj promast	bIAP act	FLuc act counter	bIAP inhibitor	TNAP act hiacc	TNAP inh noacc
O=C1CC(C2CCCO2)C(=O)N1c1ccc(Cl)c(Cl)c1 (stereo not given)	0.1	-7	-8	-3	-6	0.9	1.1	6	1	-7
CC(=O)C1C(c2ccccc2OC(F)F)NC(=O)NC1(O)C(F)(F)F (stereo not given)	-0.5	-5	16	1	-3	1	1.1	3	1	-6
CC1CCCCC1NC(=O)CSc1nnc(CNC(=O)c2ccccc2)n1C (stereo not given)	-0.3	-8	-4	-4	-3	1.2	1.1	-21	1	-16
COc1ccc(Nc2ncnc3c2cnn3-c2ccccc2)cc1OC	2.1	2	-10	4	2	0.9	1	6	1	-5

Next records follow.
SMILES	RAM inhibit	FLuc inhib CS	APP 5UTR inh	TNAP inh hi DEA	Lmaj promast	bIAP act	FLuc act counter	bIAP inhibitor	TNAP act hiacc	TNAP inh noacc
Cc1cccc(OCCCCc2c(C)n[nH]c2C)c1	-0.6	-1	-18	3	5	0.8	1	20	1	-1
CC(=O)Oc1cc2oc(=O)c3c(c2cc1Cl)CCC3	0.7	0	-7	-6	-4	1	1	5	1.1	-9
O=C(CN1CCCc2ccccc21)NCCc1ccc(Cl)cc1	0.4	-3	-11	5	4	1.1	1	-7	0.9	-3
CC(=O)c1c(C)[nH]c(C(=O)OCC(=O)Nc2cccc(S(=O)(=O)N(C)C)c2)c1C	0.6	-5	-5	-4	3	1	1	-3	1	-13
O=c1c2c3c(sc2nc2n1CCCC2)CCCCC3	0.8	4	-30	-1	-2	0.9	1	7	1	-7
CCN(CC)S(=O)(=O)c1ccc(Oc2ccc(S(=O)(=O)N(CC)CC)cc2)cc1	6.8	-10	0	-6	6	0.9	1.1	6	1.1	-2
COC(=O)Cn1cnc2c(C#N)c3n(c2c1=O)CCCCC3	1.5	-4	-7	-4	-3	0.9	1	8	1	-14
COc1cccc(CN2CCN(S(=O)(=O)c3ccc(Br)cc3)CC2)c1	0.4	-1	1	-3	5	0.7	1	35	1	-2
CCOc1ccc(C(CCc2ccccc2)NC(=O)c2ccccc2OC)cc1OCC (stereo not given)	6.1	-7	5	-8	9	1	1.1	-2	1.1	-3
N#CCCn1cc(/C=C2\NC(=S)N(c3ccccc3)C2=O)c(-c2ccc(-c3ccccc3)cc2)n1	6.8	-5	26	1	6	1.1	1.1	-7	1	-3
O=C(COc1ccc(Br)cc1)N1CCN(c2ccccc2)CC1	3.4	-3	3	0	-8	0.9	1	5	1	-4
COCc1cc(C)c(C#N)c(=S)[nH]1	0.7	6	6	2	1	0.9	0.9	7	1	-7
C/C(=N/NC(=O)c1ccc(C)nc1)c1ccc2c(c1)CCCC2	0.0	1	2	0	2	1	1	-4	1	-12
Cc1cccc(-n2cc(-c3ccc([N+](=O)[O-])cc3)[nH]c2=S)c1	2.4	-5	4	17	-10	0.9	1.1	10	0.8	28
O=C(COC(=O)/C=C/c1cccc([N+](=O)[O-])c1)NCc1ccc2c(c1)OCO2	0.9	-4	-2	-1	-3	1.1	1	-12	1	-5
